Screening data deposited in PubChem BioAssay by NCI.
NCI-60 one-dose screen, 48 h, at 10 µM unless noted. Numbers give growth in % (100 = growth as untreated, 0 = no growth, -100 = all killed).
HCT-15 – HCT-15 colon cancer; hit rate 5.2% among 82,000
SW-620 – SW-620 colon cancer; AID 1794795; hit rate 5.2% among 82,000
SNB-75 – SNB-75 CNS cancer; hit rate 5% among 79,000; AID 1794750
HT29 – HT29 colon cancer. hit rate 7.4% among 81,000. AID 1794748
HCT-116 – HCT-116 colon cancer; hit rate 7.3% among 82,000
SF-268 – SF-268 CNS cancer cells | hit rate 3.1% among 82,000
HCC-2998 – HCC-2998 colon cancer | hit rate 4.7% among 79,000 | AID 1794799
SNB-19 – SNB-19 CNS cancer cells; hit rate 2.5% among 81,000; AID 1794751
KM12 – KM12 colon cancer cells; hit rate 5% among 82,000
* marks the source's active call; other numbers are inactive results; & = joins results of further samples; [ ] = another dose, or the depositor's remark. Rule for the calls: active = growth percent below 10; inactive = the rest.

Screening N#CNc1nc(O)cc(=O)[nH]1 returned HCT-15 113, SW-620 105, SNB-75 95, HT29 99, HCT-116 98, SF-268 110, HCC-2998 136, SNB-19 110 and KM12 113.
Screening CCNC(=O)[C@H](O)[C@H](Cc1ccccc1)N(Cc1ccccc1)Cc1ccccc1 returned HCT-15 78, SW-620 96, SNB-75 98, HT29 88, HCT-116 66, SF-268 86, HCC-2998 98, SNB-19 94 and KM12 90.
NC1=NN(O)C2=CC([N+](=O)[O-])C=CC2=N1 (stereo not drawn) was read as HCT-15 101, SW-620 110, SNB-75 99, HCT-116 107, SF-268 101, HCC-2998 97, SNB-19 119 and KM12 103.
Screening O=c1nc2c(-c3ccccc3)n[nH]n2c2c1sc1ncccc12 returned HCT-15 110, SW-620 109, SNB-75 77, HT29 110, HCT-116 102, SF-268 110, HCC-2998 117, SNB-19 102 and KM12 117.
Screening O=C(O)c1ccc(F)cc1C(=O)O returned HCT-15 102, SW-620 107, SNB-75 106, HT29 104, HCT-116 92, SF-268 107, HCC-2998 100, SNB-19 105 and KM12 101.
For CCN1CC(C)(C)N(C(=O)c2ccccc2)CC1(C)C the results were HCT-15 106, SW-620 109, SNB-75 109, HT29 106, HCT-116 108, SF-268 97, HCC-2998 93, SNB-19 98 and KM12 110.
O=C(O)CCCCC(=O)c1ccccc1 was read as HCT-15 102, SW-620 102, SNB-75 91, HT29 101, HCT-116 95, SF-268 115, HCC-2998 100, SNB-19 104 and KM12 107.
`C=S(=C)(N)c1ccc(Nc2c(C#N)c(OCC)[nH]c(=S)c2C#N)cc1` gave HCT-15 108, SW-620 99, SNB-75 93, HT29 111, HCT-116 104, SF-268 105, HCC-2998 104, SNB-19 100 and KM12 104.
CC(=O)Nc1cccc(OCCOc2cccc([N+](=O)[O-])c2)c1 was read as HCT-15 99, SW-620 98, SNB-75 81, HT29 99, HCT-116 96, SF-268 112, HCC-2998 81, SNB-19 113 and KM12 101.
Screening CCC(=O)OC1=CN2C(=NC(c3ccc(N)cc3)=CC2c2ccc(OC)cc2)S1 (stereo not drawn) returned HCT-15 97, SW-620 103, HT29 104, HCT-116 89, SF-268 102, HCC-2998 101, SNB-19 101 and KM12 102.
`COc1ccc2[nH]cc(-c3nc(-c4cn(C)c5ncccc45)cs3)c2c1` gave HCT-15 90, SW-620 111, SNB-75 101, HT29 88, HCT-116 98, SF-268 100, HCC-2998 101, SNB-19 107 and KM12 86.
For CC(C)N1CN2C(=S)NC3C2N(C1)C(=S)N3C (stereo not drawn) the results were HCT-15 105, SW-620 101, SNB-75 86, HT29 92, HCT-116 105, SF-268 96, HCC-2998 113, SNB-19 100 and KM12 94.
For COc1c(C(NC(=O)c2ccccc2)c2sccc2C)cc(Cl)c2cccnc12 (stereo not drawn) the results were HCT-15 101, SW-620 100, SNB-75 88, HT29 94, HCT-116 84, SF-268 100, HCC-2998 112, SNB-19 118 and KM12 104.
Cc1ncc(C)c2c([N+](=O)[O-])cccc12 was read as HCT-15 106, SW-620 105, SNB-75 90, HT29 102, HCT-116 102, SF-268 103, HCC-2998 102, SNB-19 104 and KM12 100.
COC1OC(CI)C(OC(=O)c2ccccc2)C(OC(=O)c2ccccc2)C1OC(=O)c1ccccc1 (stereo not drawn) was read as HCT-15 88, SW-620 82, SNB-75 82, HT29 81, HCT-116 80, SF-268 87, HCC-2998 107, SNB-19 89 and KM12 98.
Cn1c(=O)c2[nH]c(COc3ccc(C(C)(C)C)cc3)nc2n(C)c1=O was read as HCT-15 78, SW-620 89, SNB-75 97, HT29 91, HCT-116 69, SF-268 84, HCC-2998 86, SNB-19 92 and KM12 74.
`COc1cc(OC)c2c(c1)c1nc3cc(C)c(C)cc3nc1n2CCN(C)C` gave HCT-15 77, SW-620 66, SNB-75 75, HT29 86, HCT-116 70, SF-268 94, HCC-2998 94, SNB-19 89 and KM12 86.
For CCCCCCCC/C=C\CCCCCCCCOc1ccc(CC(=O)NCC[N+]2(C)CCCC2)cc1 the results were HCT-15 85, SW-620 55, SNB-75 43, HT29 18, HCT-116 53, SF-268 63, HCC-2998 37, SNB-19 38 and KM12 28.
OCCNc1nc(NCCO)nc(Nc2ccc(C3=NN(c4cc(Cl)cc(Cl)c4)C(c4ccc(C(F)(F)F)cc4)C3)cc2)n1 (stereo not drawn) was read as HCT-15 17, SW-620 60, SNB-75 -1.7*, HT29 10, HCT-116 33, SF-268 42, HCC-2998 45, SNB-19 44 and KM12 26.
`COc1cc2oc(-c3cccc(NC(=O)CN)c3)cc(=O)c2c(OC)c1OC` gave HCT-15 99, SW-620 106, SNB-75 104, HT29 109, HCT-116 108, SF-268 109, HCC-2998 103, SNB-19 99 and KM12 102.
Cc1ccc(S(=O)(=O)C/C(=N\Nc2ccc(S(N)(=O)=O)cc2)c2cc3cc(Br)ccc3o2)cc1 was read as HCT-15 105, SW-620 106, SNB-75 91, HT29 105, HCT-116 109, SF-268 101, HCC-2998 105, SNB-19 98 and KM12 108.
For O=C(O)C1(Nc2ccccc2Cl)CCCC1 the results were HCT-15 118&103, SW-620 104&109, SNB-75 105&86, HT29 92, HCT-116 107&101, SF-268 108&99, HCC-2998 118&104, SNB-19 115&102 and KM12 111&105.
`O=C1CC2(C(=O)N1CN1CCOCC1)c1ccccc1-c1ccccc12` gave HCT-15 98, SW-620 95, SNB-75 88, HT29 120, HCT-116 108, SF-268 100, HCC-2998 102, SNB-19 96 and KM12 102.
For COC(=O)COc1ccc(/C=N/NC(=O)Cn2c(C(C)C)nc3ccccc32)cc1OC the results were HCT-15 98, SW-620 104, SNB-75 96, HT29 112, HCT-116 104, SF-268 99, HCC-2998 107, SNB-19 102 and KM12 105.
For COC1=CC(c2ccc[nH]2)=N/C1=C\c1[nH]c(C)c(C(=O)CCCCC(=O)OCC2OC(O)C(O)C(O)C2O)c1C (stereo not drawn) the results were HCT-15 101, SW-620 103, SNB-75 94, HT29 96, HCT-116 96, SF-268 100, HCC-2998 114, SNB-19 101 and KM12 102.
COc1ccccc1NCc1ccc(CO)n1Cc1ccccc1 was read as HCT-15 96, SW-620 123, SNB-75 106, HT29 97, HCT-116 87, SF-268 106, HCC-2998 115, SNB-19 96 and KM12 105.
`CC(C)(C)c1ccc(O)c(Cc2cc(C(C)(C)C)ccc2O)c1` gave HCT-15 101, SW-620 105, SNB-75 89, HT29 99, HCT-116 89, SF-268 93, HCC-2998 103, SNB-19 101 and KM12 100.
Screening O=[N+]([O-])c1cc(C2CCCCC2)c(O)c([N+](=O)[O-])c1 returned HCT-15 106, SW-620 106, SNB-75 104, HT29 94, HCT-116 93, SF-268 95, HCC-2998 100, SNB-19 96 and KM12 99.
For COc1ccc(C2C(C#N)=C(/N=C/c3ccccc3)Oc3c2ccc2ccccc32)cc1 (stereo not drawn) the results were HCT-15 92, SW-620 89, HT29 102, HCT-116 95, SF-268 95, HCC-2998 107, SNB-19 94 and KM12 92.
For CCCc1cc(=O)n2c(C(=O)Nc3ccccc3OC)c(C(=O)Nc3ccc(F)cc3)sc2n1 the results were HCT-15 79[30 µM], SW-620 64[30 µM], SNB-75 13[30 µM], HT29 38[30 µM], HCT-116 27[30 µM], SF-268 -16*[30 µM], SNB-19 27[30 µM] and KM12 77[30 µM].
Screening O=C1NC(=S)NC(=O)C1=Cc1ccc(OCC(=O)N2CCCCC2)cc1 returned HCT-15 98, SW-620 103, SNB-75 90, HT29 101, HCT-116 113, SF-268 104, HCC-2998 110, SNB-19 93 and KM12 105.
CCN(CC)CCOC(=O)N1c2ccccc2Sc2ccccc21 was read as HCT-15 102, SW-620 94, SNB-75 84, HT29 76, HCT-116 82, SF-268 102, HCC-2998 102, SNB-19 98 and KM12 99.
`COc1ccc2c(c1)CCC1=C2CCC2(C)C(=O)CC=C12` (stereo not drawn) gave HCT-15 81, SW-620 89, SNB-75 85, HT29 90, HCT-116 78, SF-268 134, HCC-2998 113, SNB-19 113 and KM12 126.
Screening Cn1c(=O)c2[nH]c(SCCN3CCCCC3)nc2n(C)c1=S returned HCT-15 107, SW-620 100, SNB-75 95, HT29 108, HCT-116 107, SF-268 107, HCC-2998 108, SNB-19 101 and KM12 104.
Screening COC(=O)[C@H]1[C@@H](O)CON(c2ccccc2)[C@H]1c1ccccc1 returned HCT-15 105, SW-620 103, SNB-75 87, HT29 105, HCT-116 103, SF-268 92, HCC-2998 104, SNB-19 101 and KM12 101.
`Cc1c(C(N)=O)sc2nc(-n3nc(-c4ccc(Cl)cc4)cc3N)n(Cc3ccccc3)c(=O)c12` gave HCT-15 101, SW-620 111, HT29 92, HCT-116 88, SF-268 85, HCC-2998 112, SNB-19 100 and KM12 99.
`CC(C)C(C(=O)O)n1c(O)c(/C=C2/C=c3cc4c(cc3=NC2=O)OCO4)sc1=S` (stereo not drawn) gave HCT-15 101, SW-620 108, SNB-75 101, HT29 119, HCT-116 108, SF-268 111, HCC-2998 110, SNB-19 94 and KM12 103.
For Cc1nc(-c2ccccc2)cc2c(O)c(C(=O)NCc3ccccc3)[nH]c(=O)c12 the results were HCT-15 102, SW-620 101, SNB-75 108, HT29 116, HCT-116 102, SF-268 100, HCC-2998 170, SNB-19 106 and KM12 98.
Screening O=c1c2ccccc2nc(N/N=C/c2ccc(Oc3ccc(Cl)cc3)cc2)n1-c1ccc(Cl)cc1 returned HCT-15 102, SW-620 105, SNB-75 95, HT29 115, HCT-116 101, SF-268 106, HCC-2998 98, SNB-19 107 and KM12 99.
`C/C(=N/N=C(N)N)c1cccc(O)c1` gave HCT-15 100, SW-620 102, SNB-75 78, HT29 109, HCT-116 108, HCC-2998 98, SNB-19 104 and KM12 102.
For O=C(CCCC(=O)N/N=C/C=C/c1ccccc1)N/N=C/C=C\c1ccccc1 the results were HCT-15 112, SW-620 109, SNB-75 86, HT29 94, HCT-116 94, SF-268 82, HCC-2998 99, SNB-19 95 and KM12 108.
CC(C)(C)[N+](Cc1ccccc1)(Cc1ccccc1)Cc1ccccc1 was read as HCT-15 107, SW-620 104, SNB-75 91, HT29 99, HCT-116 99, SF-268 98, HCC-2998 102, SNB-19 99 and KM12 110.
`C=C1C(=O)O[C@H]2[C@H]1CC/C(COC(=O)c1cccnc1)=C\CC[C@@]1(C)O[C@@H]21` gave HCT-15 34, SW-620 18, SNB-75 83, HT29 34, HCT-116 16, SF-268 91, HCC-2998 108, SNB-19 90 and KM12 109.
For Brc1cc(-c2ccccc2)nc2ccccc12 the results were HCT-15 99, SW-620 96, SNB-75 75, HT29 99, HCT-116 92, SF-268 96, HCC-2998 107, SNB-19 106 and KM12 91.
`O=S(=O)(O)c1cnccn1` gave HCT-15 103, SW-620 112, SNB-75 93, HT29 95, HCT-116 87, SF-268 102, HCC-2998 102, SNB-19 104 and KM12 99.
For COc1ccc(CN2CC3CC3(COc3ccc(C)c(F)c3)C2)cc1F (stereo not drawn) the results were HCT-15 99, SW-620 102, SNB-75 108, HT29 111, HCT-116 106, SF-268 110, HCC-2998 113, SNB-19 104 and KM12 104.
For O=c1[nH]cnc2nn(C3OC(CO)C(O)C3O)nc12 (stereo not drawn) the results were HCT-15 101&97, SW-620 108&105, SNB-75 85&91, HT29 107&99, HCT-116 111&96, SF-268 109&105, HCC-2998 109&101, SNB-19 97&105 and KM12 103&98.
For O=C1Cc2cc(CCN3CCNCC3)c(Cl)cc2N1 the results were HCT-15 49, SW-620 41, SNB-75 61, HT29 88, HCT-116 65, SF-268 72, HCC-2998 76, SNB-19 58 and KM12 30.
CC1/C=C/C=C/C=C/C=C/C=C/C=C/C=C/C(O[C@@H]2O[C@H](C)[C@H](O)[C@@H](O)[C@@H]2N)CC(O)C(C(=O)O)C(O)CC(=O)CC(O)CC(O)CC(O)CC(=O)CCCC(=O)CC(=O)OC1C(C)CC(C)C(O)CC(=O)c1ccc(N)cc1 (stereo partly drawn) was read as HCT-15 -96*, SW-620 -95*, SNB-75 -97*, HT29 -77*, HCT-116 -91*, SF-268 -96*, HCC-2998 -98*, SNB-19 -99* and KM12 -96*.
`O=c1c2ccccc2nnn1-c1ccccc1[N+](=O)[O-]` gave HCT-15 91, SW-620 92, SNB-75 97, HT29 98, HCT-116 104, SF-268 95, HCC-2998 104, SNB-19 99 and KM12 101.

An excerpt from above in order of length of the SMILES, lowest first.
`O=S(=O)(O)c1cnccn1` gave HCT-15 103, SW-620 112, SNB-75 93, HT29 95, HCT-116 87, SF-268 102, HCC-2998 102, SNB-19 104 and KM12 99.
For O=C1Cc2cc(CCN3CCNCC3)c(Cl)cc2N1 the results were HCT-15 49, SW-620 41, SNB-75 61, HT29 88, HCT-116 65, SF-268 72, HCC-2998 76, SNB-19 58 and KM12 30.
`O=c1c2ccccc2nnn1-c1ccccc1[N+](=O)[O-]` gave HCT-15 91, SW-620 92, SNB-75 97, HT29 98, HCT-116 104, SF-268 95, HCC-2998 104, SNB-19 99 and KM12 101.
CC(C)(C)[N+](Cc1ccccc1)(Cc1ccccc1)Cc1ccccc1 was read as HCT-15 107, SW-620 104, SNB-75 91, HT29 99, HCT-116 99, SF-268 98, HCC-2998 102, SNB-19 99 and KM12 110.
For O=C(CCCC(=O)N/N=C/C=C/c1ccccc1)N/N=C/C=C\c1ccccc1 the results were HCT-15 112, SW-620 109, SNB-75 86, HT29 94, HCT-116 94, SF-268 82, HCC-2998 99, SNB-19 95 and KM12 108.
`C=C1C(=O)O[C@H]2[C@H]1CC/C(COC(=O)c1cccnc1)=C\CC[C@@]1(C)O[C@@H]21` gave HCT-15 34, SW-620 18, SNB-75 83, HT29 34, HCT-116 16, SF-268 91, HCC-2998 108, SNB-19 90 and KM12 109.
CC1/C=C/C=C/C=C/C=C/C=C/C=C/C=C/C(O[C@@H]2O[C@H](C)[C@H](O)[C@@H](O)[C@@H]2N)CC(O)C(C(=O)O)C(O)CC(=O)CC(O)CC(O)CC(O)CC(=O)CCCC(=O)CC(=O)OC1C(C)CC(C)C(O)CC(=O)c1ccc(N)cc1 (stereo partly drawn) was read as HCT-15 -96*, SW-620 -95*, SNB-75 -97*, HT29 -77*, HCT-116 -91*, SF-268 -96*, HCC-2998 -98*, SNB-19 -99* and KM12 -96*.
